Source: PubChem BioAssay
AmpC inh no detg = inhibitors of E. coli AmpC beta-lactamase without detergent; AID 485341; Potency, µM (series often up to 57.1 µM), for inactives: top-dose activity change, negative = inhibition, actives largely listed as inhibitors; P00811; AmpC nitrocefin hydrolysis, absorbance 480 nm, 0.0001% Triton; 0.52% of 330,000 active;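 note: potency is the fitted concentration of half-maximal effect; plate controls were no compound for no effect and no enzyme for full effect; nearly all actives have a fitted effect of over 20% in size; some results filed as inactive show a strong effect at the top dose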
Target sequence (P00811 whole entry, looked up): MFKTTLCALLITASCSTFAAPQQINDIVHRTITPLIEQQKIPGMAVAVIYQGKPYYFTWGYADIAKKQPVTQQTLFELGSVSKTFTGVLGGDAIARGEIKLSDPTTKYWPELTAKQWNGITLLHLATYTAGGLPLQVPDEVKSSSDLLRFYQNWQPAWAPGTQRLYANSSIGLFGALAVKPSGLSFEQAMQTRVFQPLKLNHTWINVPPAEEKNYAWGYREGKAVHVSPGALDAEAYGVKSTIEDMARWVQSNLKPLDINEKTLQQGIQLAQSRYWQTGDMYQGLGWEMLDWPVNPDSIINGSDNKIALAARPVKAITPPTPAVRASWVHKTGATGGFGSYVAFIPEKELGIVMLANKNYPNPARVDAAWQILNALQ
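AmpC (5.3 nM in the dispensed reagent) in 20 mM phosphate pH 7.0 with 0.01% (detergent screen) or 0.0001% Triton X-100 was preincubated with compounds for 15 min at room temperature. Nitrocefin was then added from an 800 uM solution, and hydrolysis was followed at 480 nm.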
Tb PYK inh = inhibitors of Trypanosoma brucei pyruvate kinase | TbPYK enzyme, Kinase-Glo Plus ATP luminescence, 45 min | 0.12% of 410,000 active | Potency, µM (series often up to 76.8 µM), for the others: at the highest dose activity, negative = inhibition, actives largely listed as inhibitors | AID 624173 | Q57TT1; note: potency is the fitted concentration of half-maximal effect; nearly all actives have a fitted effect of over 50% in size
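Luminescence from Kinase-Glo Plus, added after a 45-minute room-temperature reaction, served as the end-point read-out. The enzyme and substrate were preincubated with compound before ADP (130 uM final) initiated turnover. Concentration-effect curves came from normalized qHTS data.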
LmPK inh = blocks Leishmania mexicana pyruvate kinase activity; purified LmPK, Kinase-Glo ATP luminescence, 1 h; 0.37% of 290,000 active; Potency, µM (titrated, usually from 57.5 µM), without a hit: at the top dose activity change, negative = inhibition, usual class: inhibitors; Q27686; note: potency is the fitted concentration of half-maximal effect
Target sequence (Q27686 whole entry, looked up): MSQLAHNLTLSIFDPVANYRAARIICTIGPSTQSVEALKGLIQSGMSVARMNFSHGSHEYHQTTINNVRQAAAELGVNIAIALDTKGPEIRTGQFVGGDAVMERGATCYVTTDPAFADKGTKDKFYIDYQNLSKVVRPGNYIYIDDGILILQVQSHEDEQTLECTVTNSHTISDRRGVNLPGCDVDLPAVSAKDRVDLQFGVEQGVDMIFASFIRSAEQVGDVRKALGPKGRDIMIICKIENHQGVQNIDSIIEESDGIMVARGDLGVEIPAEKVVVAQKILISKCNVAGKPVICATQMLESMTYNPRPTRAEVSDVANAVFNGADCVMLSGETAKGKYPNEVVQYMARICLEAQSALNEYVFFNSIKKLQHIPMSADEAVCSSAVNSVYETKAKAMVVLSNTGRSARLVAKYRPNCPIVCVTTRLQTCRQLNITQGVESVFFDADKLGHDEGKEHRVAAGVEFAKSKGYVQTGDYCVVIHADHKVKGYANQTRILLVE
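Purified LmPK (0.1 nM) converted ADP (0.1 mM) to ATP with PEP (0.5 mM) in imidazole buffer pH 7.2 with KCl and MgCl2, 1 h at room temperature. ATP was read by Kinase-Glo luminescence; data normalized to uninhibited and no-enzyme controls.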
AmpC inh detg = AmpC beta-lactamase inhibition with detergent present; P00811; AmpC hydrolysis of nitrocefin, absorbance 480 nm, 0.01% Triton; Potency, µM (titrated, usually from 114 µM), without a hit: at the top dose activity change, negative = inhibition, hits mostly inhibitors; 0.041% of 370,000 active;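 note: potency is the fitted concentration of half-maximal effect; 0% = no-compound wells and -100% = no-enzyme wells; nearly all actives have a fitted effect of over 25% in size; some results filed as inactive show a strong effect at the top dose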
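AmpC (5.3 nM in the dispensed reagent) in 20 mM phosphate pH 7.0 with 0.01% (detergent screen) or 0.0001% Triton X-100 was preincubated with compounds for 15 min at room temperature. Nitrocefin was then added from an 800 uM solution, and hydrolysis was followed at 480 nm.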
AMA1-RON2 inh = disrupts binding of P. falciparum AMA1 to RON2; AlphaScreen AMA1-biotinylated RON2 peptide binding; Potency, µM (doses to about 58.2 µM), for the others: top-dose activity change, negative = inhibition, most hits filed as inhibitors; 0.2% of 360,000 active; AID 720542;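 note: potency is the fitted concentration of half-maximal effect; 0% = vehicle wells and -100% = peptide control; nearly all actives have a fitted effect of over 45% in size; some results filed as inactive show a strong effect at the top dose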
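AMA1 (3D7) with his tag at 25 nM final met compounds first, then biotinylated RON2 peptide at 25 nM; detection used donor plus acceptor beads, 10 µg/mL apiece, read by AlphaScreen after 30 min at room temperature.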
HCMV antiviral = human cytomegalovirus inhibition; HFF cells, HCMV-luciferase reporter, 72 h; hits give low values; activity change, negative = inhibition, % at 57.5 µM; 4.5% of 410,000 active; in the data active = activity change below about -60%; inconclusive = no clear call, values can overlap the other calls; inactive = above about -39%
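HFF cells seeded 16 h at 37C, treated with compounds, infected with luciferase-reporter HCMV at MOI 1 PFU/cell; luciferase read at 72 h post infection, normalized to buffer-only and Salinomycin controls.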
Sm TGR block = inhibitors of Schistosoma mansoni thioredoxin glutathione reductase. purified TGR, DTNB reduction, TNB absorbance 405 nm. Potency, µM (titrated, usually from 114 µM), for the others: at the highest dose activity change, negative = inhibition, usual class: inhibitors. 3% of 360,000 active. AID 485364; note: potency is the fitted concentration of half-maximal effect; nearly all actives have a fitted effect of over 60% in size
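Kinetic colorimetric format: TGR-catalysed, NADPH-driven DTNB reduction monitored via TNB absorbance. Enzyme dispensed at 20 nM; compound exposure 15 min at room temperature before reaction start.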
The depositor's hits bear a star; ? = inconclusive; nt = no result given; [ ] = remark or other dose. Unless noted, calls come from the whole dose curve; as a rule, active = well fitted curve in the direction sought with a large enough effect; inconclusive = small, poorly fitted or top-dose-only effect, or another doubt; inactive = no such curve, though single readings can be large; an effect the other way counts as inactive or inconclusive. Unless noted, % is set by controls: 0 for no effect and ±100 for the full control effect.

The opening eight entries, ahead of the listing:
SMILES	AmpC inh no detg	Tb PYK inh	LmPK inh	AmpC inh detg	AMA1-RON2 inh	HCMV antiviral	Sm TGR block
CCOc1ccc(CN2C(=O)c3ccccc3C2=O)cc1C(=O)NC1CC(C)(C)NC(C)(C)C1	24.4%	3.8%	nt	-10.8%	-12.2%	-16.5	-5.1%
COc1ccc(-n2c(O)c(C=NCc3ccccn3)c3ccccc3c2=O)c(OC)c1	112.5%[activator]	-7.8%	0.2%	3.7%	70.4%[activator]	36.6	0.0%
CC1=C(C(=O)N(C)C)CC(CC(=O)NCc2cccc3ccccc23)C(=O)N1Cc1ccc(F)cc1 (stereo not given)	nt	4.0%	nt	nt	-1.8%	7.4	nt
O=C(COc1ccccc1)Nc1ccccc1Oc1ccccc1	-32.2%	-5.6%	3.1%	-4.6%	20.1%	?	-10.8%
Cc1ccsc1/C=N/n1c(-c2ccncc2)n[nH]c1=S	-19.2%	?	-11.0%	?	2.4%	-0.5	-0.1%
CC(C)NC(=O)C1(C)CCCN1Cc1ccccc1 (stereo not given)	nt	-2.3%	nt	nt	-5.4%	-1.5	nt
C=CCn1c(SCc2ccccc2)nc2scc(-c3ccc(C)o3)c2c1=O	-1.0%	-9.8%	-2.2%	-0.6%	-1.5%	5.5	?
C#Cc1cccc(C(=O)N2CCCC(C(=O)c3ccc(OC)cc3C)C2)c1 (stereo not given)	11.5%	8.8%	-10.9%	0.9%	5.5%	-20.8	-32.7%

The listing, from the start:
SMILES	AmpC inh no detg	Tb PYK inh	LmPK inh	AmpC inh detg	AMA1-RON2 inh	HCMV antiviral	Sm TGR block
CCOc1ccc(CN2C(=O)c3ccccc3C2=O)cc1C(=O)NC1CC(C)(C)NC(C)(C)C1	24.4%	3.8%	nt	-10.8%	-12.2%	-16.5	-5.1%
COc1ccc(-n2c(O)c(C=NCc3ccccn3)c3ccccc3c2=O)c(OC)c1	112.5%[activator]	-7.8%	0.2%	3.7%	70.4%[activator]	36.6	0.0%
CC1=C(C(=O)N(C)C)CC(CC(=O)NCc2cccc3ccccc23)C(=O)N1Cc1ccc(F)cc1 (stereo not given)	nt	4.0%	nt	nt	-1.8%	7.4	nt
O=C(COc1ccccc1)Nc1ccccc1Oc1ccccc1	-32.2%	-5.6%	3.1%	-4.6%	20.1%	?	-10.8%
Cc1ccsc1/C=N/n1c(-c2ccncc2)n[nH]c1=S	-19.2%	?	-11.0%	?	2.4%	-0.5	-0.1%
CC(C)NC(=O)C1(C)CCCN1Cc1ccccc1 (stereo not given)	nt	-2.3%	nt	nt	-5.4%	-1.5	nt
C=CCn1c(SCc2ccccc2)nc2scc(-c3ccc(C)o3)c2c1=O	-1.0%	-9.8%	-2.2%	-0.6%	-1.5%	5.5	?
C#Cc1cccc(C(=O)N2CCCC(C(=O)c3ccc(OC)cc3C)C2)c1 (stereo not given)	11.5%	8.8%	-10.9%	0.9%	5.5%	-20.8	-32.7%
CCC(NC(=O)C1CCCO1)c1ccccc1 (stereo not given)	-11.3%	7.5%	1.0%	0.4%	-12.7%	5.3	-22.0%
CCC(Cc1ccccc1)NC(=O)c1cc(S(=O)(=O)N2CCCCC2)c[nH]1 (stereo not given)	-43.4%	-0.2%	-0.7%	-17.8%	10.0%	-36.3	-3.3%
CC(Sc1ccc(S(=O)(=O)N(C)C)cn1)C(=O)NC1CCCC1 (stereo not given)	-10.9%	-4.1%	nt	0.0%	4.4%	-24.0	4.9%
COc1ccccc1N1CCN(C(=O)c2cn(Cc3ccccc3)nc2-c2cccnc2)CC1	139.6%[activator]	1.4%	nt	?	-6.1%	-0.5	?
O=C(c1cc(C2CC2)nn1-c1ccccc1)N1CCN(Cc2ccccc2)CC1	nt	-1.1%	nt	nt	-2.4%	14.9	nt
O=C(CCNS(=O)(=O)c1ccccc1)NCC1CCCCC1	-22.2%	5.9%	nt	0.0%	-2.5%	-29.0	0.6%
CN(CCOc1ccccc1)CC(=O)Nc1ccc(Cl)cc1[N+](=O)[O-]	4.4%	23.3%	0.9%	-7.8%	?	-8.1	-4.1%
Cc1ccccc1C(=O)Nc1ccc(N2CCN(C)CC2)nc1	-8.0%	2.9%	-12.1%	-9.1%	-3.2%	-3.7	-3.8%
COc1cc(C=O)ccc1OCC(=O)N1CCCC1	-22.9%	-8.0%	1.2%	2.8%	15.0%	-5.7	-11.8%
Cc1ccc(S(=O)(=O)N2CCN(C(=O)CSC3CCCC3)CC2)c(C)c1	51.7%	-1.0%	4.0%	-1.5%	4.0%	-14.9	5.7%
O=C(CSc1nnnn1-c1ccccc1)c1ccc(O)cc1O	-41.7%	0.2%	1.7%	1.2%	-0.2%	10.2	-28.2%
CCOC(=O)C1CCCN(C(=O)Nc2ccccc2)C1 (stereo not given)	-17.4%	-6.6%	0.5%	-7.1%	3.4%	-7.0	0.0%
Cc1ccc(-n2nc3ccc(NC(=O)c4oc5ccc(C)cc5c4C)cc3n2)cc1	nt	0.0%	nt	13.3%	nt	-4.4	4.6%
CC1CCN(S(=O)(=O)c2ccc(NC(=O)CCN3C(=O)c4ccccc4C3=O)cc2)CC1	4.8%	-28.0%	-1.6%	-3.1%	-8.7%	36.2	-7.1%
COc1ccccc1NC(=O)Nc1nc2ccc(S(N)(=O)=O)cc2s1	-48.1%	-0.8%	-1.9%	3.5%	-5.9%	79.1	20.1%
Cc1ccc(C(=O)NNC(=O)c2cc3cc4ccccc4nc3s2)cc1	22.4µM*	-1.8%	0.7%	-1.7%	-0.6%	38.8	-0.4%
CN(C)/C=N/C(=S)Nc1ccccc1Cl	1.7%	-2.7%	-4.2%	4.4%	-7.5%	-31.3	nt
Cn1c(SCc2nnc(-c3ccccc3)o2)nc2ccccc21	-0.9%	-0.1%	-3.4%	13.3%	6.2%	6.8	6.6%
C#CCOCCOCCOCCNc1nc(N2CCN(C(=O)[C@H](CCCCN)n3cc([C@@H](N)CC(C)C)nn3)CC2)nc(N2CCN(C(=O)[C@H](Cc3cc4ccccc4[nH]3)n3cc([C@@H](N)Cc4ccc(O)cc4)nn3)CC2)n1	202.6%[activator]	-2.4%	0.3%	-5.9%	?	nt	-12.1%
CN(Cc1ccccc1)C(=O)c1ccccc1N(C)S(=O)(=O)c1ccccc1	52.3%	-1.5%	nt	-8.3%	-7.4%	-10.2	-7.6%
COc1ccccc1NC(=O)c1ccccc1NC(=O)c1ccccc1	nt	0.6%	nt	15.1%	nt	?	7.3%
Cn1c(-c2ccccc2)cc(=O)c2ccccc21	-8.0%	-2.3%	-7.6%	-9.4%	1.4%	10.2	-17.5%
CN(c1ccc(OCC(=O)OCC(=O)Nc2ccc([N+](=O)[O-])cc2)cc1)S(=O)(=O)c1cccs1	nt	2.6%	nt	nt	-2.7%[11.6 µM]	-3.0	nt
CCOC(=O)CCSCC(=O)Nc1nnc(C)s1	0.7%	2.8%	6.8%	?	8.4%	10.9	7.6%
Cc1cc([N+](=O)[O-])c(C(C)(C)C)cc1N	-28.0%	0.3%	0.4%	2.1%	-4.7%	34.3	-0.3%
CCOc1ccc(NC(=O)CSc2n[nH]c(N)n2)c([N+](=O)[O-])c1	-28.7%	0.8%	-1.6%	-2.5%	-0.2%	-5.8	-8.5%
CCCN1CNC(=S)N(c2cccc(C)c2C)C1	3.0%	1.9%	3.4%	?	-7.3%	-2.1	3.9%
Cc1ccc(-c2cc(C(F)(F)F)n3ncc(-c4ccc(Cl)cc4)c3n2)cc1	nt	-7.2%	nt	0.3%	nt	-1.7	5.3%
O=C(CNc1ccc2ccccc2c1)N/N=C/c1ccc(C(=O)O)cc1	-29.5%	-10.4%	-0.8%	-4.3%	-9.5%	31.1	-9.4%
CCCCN(CCCC)C(=O)C1CC=CCC1C(=O)O (stereo not given)	27.6%	4.2%	5.7%	-0.9%	4.5%	-19.2	0.6%
Cc1ccc(OCCSc2nc3ccc(NC(=O)c4cccs4)cc3s2)cc1	nt	-2.6%	nt	4.4%	nt	-18.4	1.8%
CC(=O)Nc1ccccc1OCc1nnc(-c2ccc(Cl)cc2)o1	-8.6%	-4.3%	-4.0%	-3.7%	0.0%	120.3	-0.7%
O=C(Nc1ccc2c(c1)OCO2)O[C@@H]1C[C@H]2CCC(=O)N3CC[C@@H](C1)[C@@H]23	15.6%	-4.5%	0.3%	-2.8%	-4.4%	-25.0	7.6%
COc1ccc(S(=O)(=O)Nc2ccccc2N2CCOCC2)cc1OC	2.4%	1.6%	nt	-14.8%	-7.1%[11.6 µM]	-30.8	-0.4%
COCCN1C(=O)C(O)=C(C(=O)c2cccs2)C1c1ccccc1 (stereo not given)	-19.3%	32.0%[activator]	-2.1%	1.3%	2.0%	-4.4	4.3%
Cc1ccc(CNC(=O)CN(c2ccc(C)cc2)S(=O)(=O)c2c(C)n[nH]c2C)cc1	72.9%[activator]	5.1%	-1.3%	2.1%	14.7%	-30.0	-8.7%
Cn1cc(/C=N/Nc2ccccc2)c2ccccc21	-36.5%	-1.8%	-1.3%	-6.9%	-19.9%	68.2	-2.1%
CCN1CCN(CCNC(=O)Cn2c(=O)c3cccn3c3ccc(F)cc32)CC1	-20.6%	2.9%	-10.6%	0.4%	-20.4%	29.9	5.9%
CCC(=O)N1CCN(c2ccc(Cl)cc2NC(=O)c2ccc([N+](=O)[O-])o2)CC1	-2.6%	3.5%	0.4%	0.8%	-4.9%	?	-2.2%
COc1ccc(-c2cc(CC3(C(=O)O)CCN(C(=O)OC(C)(C)C)CC3)on2)c(OC)c1	-16.4%	-2.1%	-6.7%	-12.1%	15.8%	63.3	-7.9%
O=C(O)c1ccc(-n2ncc3c2/C(=C\c2cccc([N+](=O)[O-])c2)CC3)cc1	nt	-5.3%	nt	nt	50.1%[activator]	101.8	nt
CCO[C@H]1OC(C(=O)NCc2ccccc2)=C[C@@H](C2CC2)[C@@H]1CCCO	45.3%	1.4%	8.4%	3.6%	-2.6%	-4.4	4.7%
O=C(NCC1=C(c2cccc3ccccc23)C[C@@H]2CC[C@H]1N2Cc1ccco1)c1cccnc1	nt	-10.0%	nt	nt	-10.4%	22.2	nt
O=c1c2c3nc4ccccc4nc3n(-c3ccc4c(c3)OCCO4)c2ncn1CC1CCCO1 (stereo not given)	0.7%	nt	-0.5%	-14.3%	nt	nt	0.2%
